TexasRed fluor: Texas Red fluorescence interference in TRb-SRC2 counter-screen | actives 0.29% (n = 280,000) | TRb/SRC2 Texas Red total fluorescence interference | AID 1479 | Potency, µM (titrated, usually from 106 µM), for the others: at the top dose fluorescence change, negative = quenching; active = well fitted curve in either direction with a large enough effect; inconclusive = small, poorly fitted or top-dose-only effect
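Human TRb ligand-binding domain at 0.6 uM with 20 nM Texas Red SRC2 peptide in Tris buffer containing 1 uM T3 and 5% DMSO, incubated with compound 5 h at ambient temperature. Total fluorescence (555/632 nm) calculated as parallel + 2 × perpendicular.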
TRb-SRC2 inh: inhibitors of human thyroid hormone receptor beta-SRC2 interaction | TRbeta-SRC2 peptide binding, fluorescence polarization; receptor liganded with 1 µM T3 | Potency, µM (series often up to 106 µM), for inactives: at the highest dose activity change, negative = inhibition, actives largely listed as inhibitors | actives 0.065% (n = 280,000);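 also: plate controls were bound peptide for no effect and peptide without receptor for full effect; nearly all actives have a fitted effect of over 50% in size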
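TRb LBD 0.6 uM + Texas Red SRC2 peptide 20 nM, 1 uM T3, Tris buffer w/ 5% DMSO; compound pinned, 5 h RT; FP read ex 555/em 632; normalized to unbound and bound controls.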
RECQ1 helicase: blocks DNA unwinding by human RECQ1 | P46063 | RECQ1 DNA unwinding, red fluorescence kinetic read | Potency, µM (titrated, usually from 57.3 µM), inactives show at the top dose activity, negative = inhibition, most hits filed as inhibitors | actives 0.54% (n = 240,000) | AID 2549;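 also: plate controls were vehicle for no effect and no enzyme for full effect; nearly all actives have a fitted effect of over 30% in size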
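RECQ1T1 50 nM; forked duplex (20 bp + 30-nt ss tails) 200 nM, ATP 2 mM final; pH 8.0, 2 mM MgCl2, 2.5 ug/ml poly(dI-dC); 15 min compound preincubation; discontinuous kinetic read over 2 h at RT.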
RGS12 GoLoco inh: RGS12 GoLoco-Gai1 interaction inhibition; actives 0.44% (n = 230,000); Potency, µM (titrated, usually from 61.6 µM), for the others: top-dose activity, negative = inhibition, actives largely listed as inhibitors; P63096; Gai1:RGS12 GoLoco peptide FP, rhodamine, 10 min; active = well fitted inhibition curve with a large enough effect, not every such curve was filed as active; inactive = no such curve, though single readings can be large or run the other way; also: nearly all actives have a fitted effect of over 30% in size; many of its hits are not listed in these tables
GAA glycogen: alters human alpha-glucosidase cleavage of glycogen. P10253. recombinant GAA, glycogen substrate, Amplex Red glucose oxidase fluorescence. Potency, µM (doses to about 76.4 µM), without a hit: top-dose activity change, negative = inhibition, actives largely listed as inhibitors. actives 0.38% (n = 300,000). AID 2100;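 also: 0% = full enzyme reaction and -100% = no-enzyme basal signal; the screen sought inhibitors and activators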
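Recombinant human enzyme (4 nM); glycogen substrate; 37 C, 40 min, pH 5.0. Readout: coupled glucose oxidase/Amplex Red fluorescence.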
L3MBTL1 block: blocks human L3MBTL1 | Q9Y468 | AlphaScreen L3MBTL1–H3K9me1 peptide binding | Potency, µM (highest dose often 57.1 µM), without a hit: at the highest dose activity, negative = inhibition, hits mostly inhibitors | actives 0.66% (n = 230,000) | AID 485360; also: nearly all actives have a fitted effect of over 60% in size
Target sequence (Q9Y468 whole entry, looked up): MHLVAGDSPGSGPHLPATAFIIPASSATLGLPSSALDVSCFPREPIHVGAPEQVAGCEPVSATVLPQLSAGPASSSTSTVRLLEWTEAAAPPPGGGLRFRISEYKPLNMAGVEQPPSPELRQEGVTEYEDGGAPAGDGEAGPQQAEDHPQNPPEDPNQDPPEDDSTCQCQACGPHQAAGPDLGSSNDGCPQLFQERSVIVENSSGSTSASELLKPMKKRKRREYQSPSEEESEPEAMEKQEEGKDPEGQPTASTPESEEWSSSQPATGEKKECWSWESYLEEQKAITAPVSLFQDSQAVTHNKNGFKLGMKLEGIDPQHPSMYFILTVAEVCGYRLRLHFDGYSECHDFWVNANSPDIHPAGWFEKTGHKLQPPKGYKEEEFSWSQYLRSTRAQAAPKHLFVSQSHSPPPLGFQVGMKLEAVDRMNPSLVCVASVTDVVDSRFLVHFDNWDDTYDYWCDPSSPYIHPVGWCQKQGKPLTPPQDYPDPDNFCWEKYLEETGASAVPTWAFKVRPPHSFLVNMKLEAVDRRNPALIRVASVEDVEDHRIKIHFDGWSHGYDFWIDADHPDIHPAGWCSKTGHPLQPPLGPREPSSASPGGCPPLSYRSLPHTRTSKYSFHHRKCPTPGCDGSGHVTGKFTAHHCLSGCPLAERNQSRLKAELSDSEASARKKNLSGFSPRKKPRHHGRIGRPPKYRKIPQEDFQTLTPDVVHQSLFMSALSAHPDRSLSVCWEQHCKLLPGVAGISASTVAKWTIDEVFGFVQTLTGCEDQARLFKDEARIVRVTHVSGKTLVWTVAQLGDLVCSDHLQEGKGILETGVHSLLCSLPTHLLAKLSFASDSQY
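AlphaScreen proximity signal between nickel-chelate acceptor and streptavidin donor beads (final 10 ug/mL) reports binding of 50 nM L3MBTL1 to 75 nM biotin-H3 K9me1 peptide; complex incubated with compounds 30 min at room temperature; cefsulodin titration as control.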
GAA inhib: alpha-glucosidase (human) inhibition; P10253; purified human GAA, 4-MU-alpha-glucoside fluorescence; Potency, µM (doses to about 76.9 µM), for inactives: at the top dose activity change, negative = inhibition, most hits filed as inhibitors; actives 0.005% (n = 200,000);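 also: plate controls were uninhibited enzyme wells for no effect and no-enzyme background for full effect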
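Human enzyme at 4 nM with 400 uM 4-methylumbelliferyl-alpha-D-pyranoside, citrate/phosphate buffer pH 5.0, 0.005% Tween-20, 20 min at room temperature. Compounds up to 77 uM. 4-MU fluorescence (Ex 365/Em 440) read after NaOH/glycine stop; AC50 from Hill fit.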
aGlu spleen mod: inhibitors or activators of human alpha-glucosidase in spleen homogenate; P10253; human spleen homogenate, 4-MU-alpha-glucoside fluorescence; Potency, µM (series often up to 79.9 µM), for the others: top-dose activity change, negative = inhibition, usual class: inhibitors; actives 0.006% (n = 240,000);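 also: 0% = enzyme with vehicle and -100% = no enzyme basal signal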
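Human spleen homogenate (1 ug) with 4-methylumbelliferyl-alpha-D-glucopyranoside (1 mM final) in 50 mM citrate/phosphate pH 5.0, 0.01% Tween-20; 40 min at 37 C. Stopped at pH 10; 4-MU fluorescence Ex 365/Em 440 nm; AC50 by Hill fit.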
Active calls of the source: *; i = inactive; ? = inconclusive; . = no result given; & = joins results of further samples; [ ] = remark or other dose. Unless noted, calls follow the shape of the dose curve; as a rule, active = well fitted curve in the direction sought with a large enough effect; inconclusive = small, poorly fitted or top-dose-only effect, or another doubt; inactive = no such curve, though single readings can be large; an effect the other way counts as inactive or inconclusive. Unless noted, % is scaled to controls: 0 for no effect and ±100 for the full control effect; potency is read from the fitted curve at half-maximal effect.

SMILES	TexasRed fluor	TRb-SRC2 inh	RECQ1 helicase	RGS12 GoLoco inh	GAA glycogen	L3MBTL1 block	GAA inhib	aGlu spleen mod
COC(=O)c1cc(=O)[nH]c(SCc2cccc(C)c2)n1	0%	0%	0%	7%	-7%	4%	6%	-1%
O=C1CCC/C(=N/Nc2ccc(Cl)cc2)C1	0%	-6%	-12%	9%	?	-22%	-8%	-8%
CCCC[C@@H]1C[C@H]1C(NC(=O)c1ccco1)c1ccc(-c2ccccc2)cc1 (stereo partly drawn)	1%	2%	-5%	6%	.	.	.	7%
O=C(N/C(=C\c1ccc(Br)cc1)c1nc2ccccc2[nH]1)c1ccco1	-2%	-5%	-9%	10%	4%	-5%	1%	-2%
O=C(C(Cc1ccccc1)n1cccc1)N1CCc2ccccc21 (stereo not drawn)	3%	-11%	i	18%	-5%	-8%	-14%	1%
N#CC1=C(N)N2C(=C(C#N)C1c1ccccc1)Sc1ccccc12 (stereo not drawn)	-4%	6%	i	3%	2%	.	-2%	-5%
COc1ccc(NC(=O)CSc2ncn[nH]2)c([N+](=O)[O-])c1	1%	-6%	-2%	-3%	1%	0%	-6%	-3%
O=C(COC(=O)c1ccc[nH]c1=O)Nc1cc(S(=O)(=O)N2CCCCC2)ccc1Cl	7%	2%	-5%	4%	4%	.	-3%	0%
COc1ccccc1CN1C[C@@H]2C[C@@H](c3cccc(O)c3)N3CCC[C@@]23C1=O	-2%[53 µM]	0%[53 µM]	17%	13%	18%	-3%	3%	7%
CC(=O)Nc1cc(NC(C)=O)cc(C(=O)NC(C)(C)C)c1	-1%	-5%	1%	-6%	4%	-6%	-4%	1%
Cc1nc(C(=O)NNC(=O)Nc2ccccc2)cs1	-5%	4%	-4%	5%	-11%	.	.	8%
Cc1ccc(C(=O)N/C(=C\c2cccs2)C(=O)NCCc2c[nH]c3ccccc23)cc1C	2%	11%	-14%	6%	-10%	-16%	3%	-8%
O=C(COc1ccc(S(=O)(=O)N2CCCC2)cc1)NCC1CCCO1 (stereo not drawn)	-7%	-4%	-10%	8%	-5%	-2%	-2%	6%
O=C(Cc1cccc2ccccc12)Nc1ccc(N2CCOCC2)cc1	-4%	1%	i	17%	13%	-16%	7%	0%
O=C(Nc1cccc(F)c1)c1ccc(S(=O)(=O)N2CCOCC2)cc1	-1%	2%	-15%	6%	0%	7%	-1%	1%

2 entries from above, with two lines to a compound.
Values run as follows: TexasRed fluor	TRb-SRC2 inh	RECQ1 helicase	RGS12 GoLoco inh	GAA glycogen	L3MBTL1 block	GAA inhib	aGlu spleen mod
- Cc1nc(C(=O)NNC(=O)Nc2ccccc2)cs1
  -5%	4%	-4%	5%	-11%	.	.	8%
- O=C(Cc1cccc2ccccc12)Nc1ccc(N2CCOCC2)cc1
  -4%	1%	i	17%	13%	-16%	7%	0%

(next part)
SMILES	TexasRed fluor	TRb-SRC2 inh	RECQ1 helicase	RGS12 GoLoco inh	GAA glycogen	L3MBTL1 block	GAA inhib	aGlu spleen mod
COc1ccccc1NC(=S)N1CCC(NC(=O)NC23CC4CC(CC(C4)C2)C3)CC1	0%	-3%	3%	-2%	-9%	-4%	-2%	-2%
C/C(CCC12CC3CC(CC(C3)C1)C2)=N\NC(N)=S	-1%	-11%	-5%	-3%	-17%	.	0%	-5%
CC(C)(C)c1cc(C(=O)NCc2cccnc2)ccn1	-1%[53 µM]	-17%[53 µM]	-4%	-12%	11%	45%[activator]	-13%	-4%
Cc1ccc(NC(=O)Nc2ccnc(-c3cccnc3)n2)cc1	-1%	0%	i	0%	17%	-7%	-4%	0%
CCOC(=O)c1cccc(C(=O)Oc2ccccc2)n1	4%	0%	i	10%	-4%	.	0%	3%
CCc1cc(-c2n[nH]c(C)c2-c2nc3ccccc3n2C)c(O)cc1O	-5%	-3%	4%	9%	?	-25%	?	-6%
CCCCCCSc1cc(C)nc2ncnn12	2%	9%	-1%	5%	6%	.	?	-1%
CC(=O)c1cc2c(cc1N/C(=N/S(=O)(=O)c1ccccc1)c1ccc(Cl)cc1)OCO2	0%&10%	-9%&8%	0%	-12%	4%	2%	5%	-6%
Cc1ccc(S(=O)(=O)N2CCOCC2)cc1C(=O)NNC(=O)c1ccoc1C	1%	5%	-10%	8%	4%	-32%	8%	1%
Cc1ccc([N+](=O)[O-])c(OCCCNCC(C)O)c1 (stereo not drawn)	-1%	-2%	i	-2%	-4%	7%[11.4 µM]	0%	-6%
CN(C)CCN(C(=O)c1cccc(Cl)c1)c1nc2c(Cl)cccc2s1	0%	-13%	24%	-4%	17%	8%	-3%	3%
COC(=O)C(O)(CC(=O)Nc1ccccc1OC)C(F)(F)F (stereo not drawn)	-1%	-6%	7%	-25%	-12%	?	-6%	-6%
COc1cccc(OCCOCCOc2ccc(C)cc2[N+](=O)[O-])c1	-2%	6%	0%	13%	-3%	13%	1%	-2%
CN(C(=O)c1cccs1)c1ccc(OCC(=O)N2CCC(C(N)=O)CC2)cc1	3%	-2%	3%	2%	-1%	.	1%	2%
CCCc1cc(=O)[nH]c(Nc2ccc(Cl)cc2)n1	-2%	-5%	i	2%	4%	.	6%	6%
CC12CN(NC(=O)c3ccc(Cl)cc3)C3(C#N)CC1CCC23C (stereo not drawn)	-2%	3%	i	-1%	-13%	3%	-4%	5%
COc1ccccc1N1CCN(C(=O)/C=C/c2ccco2)CC1	2%	9%	-1%	4%	0%	-3%	?	1%
Cc1ccc(N(C(=O)Cn2nnc(-c3ccc(F)cc3)n2)C(C(=O)NC(C)(C)C)c2ccncc2)cc1 (stereo not drawn)	-2%	7%	i	14%	4%	-6%	12%	0%
COc1ccc(/C(N)=N/OC(=O)CCCc2ccccc2)cc1OC	-2%[53 µM]	-1%[53 µM]	-3%	2%	-2%	52%[activator]	0%	-14%
COc1cc2c(cc1OC)-c1nncn1C(C)(C)C2	-1%	1%	-12%	.	-1%	-10%	-6%	-2%
CCC(=O)c1ccc(O)c(OC)c1	-1%	4%	-3%	8%	1%	4%	-12%	-3%
Cc1cccc(OCC(=O)NCC(=O)n2nc(C)cc2C)c1	1%	-8%	-3%	-4%	2%	.	15%	1%
COc1ccc(NC(=O)[C@@H](NC(=O)c2ccccc2F)C(C)C)cc1S(=O)(=O)N1CCOCC1	0%	-13%	-2%	10%	-7%	5%	-12%	-10%
CC(=O)C1=C(O)C(=O)N(c2cccc(C(=O)O)c2)C1c1ccccc1F (stereo not drawn)	-6%	-1%	-3%	0%	14%	2%	0%	-7%
CCCC[C@@H]1C[C@H]1C(NC(=O)c1ccco1)c1ccc(C(=O)OC)cc1 (stereo partly drawn)	-1%	-2%	i	-3%	.	.	.	8%
CCN1CCN(Cc2ccc(OC)c(OCc3ccccc3)c2)CC1	0%	-21%	15%	1%	2%	.	3%	-13%
O=C(NCC(=O)N(CC1CCCO1)C(C(=O)NC1CCCCC1)c1ccccc1)c1ccco1 (stereo not drawn)	0%	-2%	i	-6%	14%	5%	9%	-1%
COc1ccc(NC(=O)N2CCC(O)(c3cccnc3)CC2)c(OC)c1	-1%	-21%	-11%	3%	-6%	-2%	0%	-4%
Cc1ccc(C)c(NS(=O)(=O)c2ccc3[nH]c(=O)[nH]c3c2)c1	1%	-1%	-4%	5%	5%	.	.	-5%
O=S(=O)(c1ccc(Cl)cc1)n1ccc2cccnc21	-3%	5%	-1%	0%	-7%	18%	-2%	-9%

Limited to GAA glycogen (5 entries from above):
mol	GAA glycogen
CC12CN(NC(=O)c3ccc(Cl)cc3)C3(C#N)CC1CCC23C (stereo not drawn)	-13%
COc1ccccc1N1CCN(C(=O)/C=C/c2ccco2)CC1	0%
Cc1ccc(N(C(=O)Cn2nnc(-c3ccc(F)cc3)n2)C(C(=O)NC(C)(C)C)c2ccncc2)cc1 (stereo not drawn)	4%
COc1ccc(/C(N)=N/OC(=O)CCCc2ccccc2)cc1OC	-2%
COc1cc2c(cc1OC)-c1nncn1C(C)(C)C2	-1%

Later entries:
SMILES	TexasRed fluor	TRb-SRC2 inh	RECQ1 helicase	RGS12 GoLoco inh	GAA glycogen	L3MBTL1 block	GAA inhib	aGlu spleen mod
O=C(O)CCC(=O)N(Cc1cccs1)Cc1cccs1	-3%	-4%	-18%	-1%	0%	.	-1%	-1%
CCOC(=O)/C(C)=C1\NC(C)(C)Cc2ccccc21	-3%	5%	10%	28µM*	1%	-3%	?	-1%
Cc1ccc(C(=O)N2CCN(C)CC2)cc1S(=O)(=O)N1CCCCC1	-2%	2%	-1%	-12%	-11%	-4%	4%	16%
Cc1cc(N)n(-c2ccc(Oc3ccccc3)c(S(=O)(=O)O)c2)n1	-1%	-5%	3%	8%	-10%	?	5%	-14%
Cc1cscc1NC(=O)/C=C/C(=O)O	-2%	5%	-11%	2%	11%	-4%	.	0%
CCOc1cc2c(cc1/C=C(/C#N)c1ccc(C(=O)O)cc1)OCO2	-7%	-1%	-3%	1%	6%	.	-6%	-11%
CS(=O)(=O)N1CCC(C(=O)NCc2ccc3c(c2)OCO3)CC1	-4%	2%	i	2%	-3%	5%	.	-1%
O=C(N/N=C1/CC2C=CCC12)c1ccc(Br)o1 (stereo not drawn)	-4%	-2%	3%	-9%	-22%	-6%	-6%	6%
O=C(Nc1ccc(Br)c(C(F)(F)F)c1)c1ccc(C(F)(F)F)cc1	-1%	-4%	-8%	13%	-5%	.	.	-7%
O=C(/C=C\NCC(=O)c1ccccc1)c1ccccc1	-2%	0%	-3%	11%	-1%	-3%	1%	-6%
CCOC(=O)C1=C(CSc2nc(-c3ccccc3)ccc2C#N)OC(N)=C(C#N)C1c1ccc(OC)cc1 (stereo not drawn)	2%	8%	10µM*	41%[activator]	-12%	-4%	-10%	-13%
CCN(CCCNC(=O)C1CCN(S(=O)(=O)c2cccc3nonc23)CC1)Cc1ccccc1	0%	3%	13%	4%	9%	0%[11.4 µM]	-8%	7%
NC(=O)c1cc2ccccc2o/c1=N\NC(=O)c1ccco1	-1%	-7%	-5%	-13%	13%	5%	-17%	-2%
COc1ccc(N(CC(=O)N/N=C/c2ccc3c(c2)OCO3)S(=O)(=O)c2ccc(NC(C)=O)cc2)cc1	1%	0%	i	9%	4%	.	-9%	-1%

Screening results (PubChem)

A portion of the library. The share of hits here may be higher or lower than overall.
